Peg3 imprint: induces erasure of genomic imprints in mouse ES cells; AID 1948; mouse ES Peg3-LacZ reporter, beta-gal luminescence, 40 h; Potency, µM (top dose mostly 60.7 µM), for the others: at the top dose activity change, positive = activation, most hits filed as activators; 0.02% of 110,000 active;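 note: 0% = negative control wells on the plate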
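Gelatin-coated wells received 300 freshly trypsinized female ES cells with a Peg3LacZ-Neo reporter on the maternal allele, then incubated 40 hours at 37C. BetaGlo was added for 5 minutes at room temperature before a single luminescence read.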
IkB sig inh: IkB pathway inhibition in ABC-DLBCL cells; ABC-DLBCL IkBa-CBG/CBR dual luciferase ratio, 4 h; response scale: scaled: untreated 0%, proteasome inhibitor 100%; Potency, µM (highest dose often 57.1 µM), without a hit: top-dose IkBa stabilization activation; 0.04% of 110,000 active; active = well fitted curve in the direction sought with a large enough effect in the signal ratio, not every such curve was filed as active; inconclusive = small, poorly fitted or top-dose-only effect, or a change in a side signal; the % refers to the signal ratio;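 note: the direction sought is a rising ratio; 0% = basal untreated cells and 100% = reference inhibitor full response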
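Luminescence ratio of IκBα-fused green versus native red beetle luciferase in OCI-Ly3 cells, 4 h post-doxycycline with compound; red signal alone, scaled from basal (0%) to zero light (-100%), flagged nonspecific or cytotoxic effects.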
p53ts 39C tox: kills p53ts cells at the nonpermissive temperature | H1299-p53A138V viability at 39C, ATP luminescence, 24 h | Potency, µM (top dose mostly 46.1 µM), without a hit: at the highest dose activity change, negative = cell killing, hits mostly cytotoxic | 1.5% of 130,000 active; note: nearly all actives have a fitted effect of over 55% in size
p53ts 32C kill: p53ts cell cytotoxicity, permissive temperature | H1299-p53A138V at 32C, ATP luminescence viability, 24 h | Potency, µM (series often up to 46.1 µM), for inactives: at the highest dose activity change, negative = cytotoxicity, actives largely listed as cytotoxic | 0.93% of 130,000 active;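 note: 0% = DMSO and -100% = full killing by reference compound; nearly all actives have a fitted effect of over 55% in size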
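Cells: H1299 p53ts (A138V), 600/well, pre-incubated 16–30 h at 37C. Cpd up to 46 uM, 24 h, 32C. Readout: ATPlite luminescence, 20 min RT. Normalization: DMSO vs tamoxifen 100 uM. AC50 by Hill equation.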
Starred values were filed as active, the others as inactive; ? = inconclusive; . = not tested or not shown; & = joins results of further samples; [ ] = remark or other dose. Unless noted, calls come from the whole dose curve; as a rule, active = well fitted curve in the direction sought with a large enough effect; inconclusive = small, poorly fitted or top-dose-only effect, or another doubt; inactive = no such curve, though single readings can be large; an effect the other way counts as inactive or inconclusive. Unless noted, % is set by controls: 0 for no effect and ±100 for the full control effect; potency is the fitted concentration of half-maximal effect.

SMILES	Peg3 imprint	IkB sig inh	p53ts 39C tox	p53ts 32C kill
O=C1c2ccccc2NC2CCCCCN12 (stereo not drawn)	-2.8%	1.4%	-6.7%	-13.7%
Cc1[nH]c2ccccc2c1C(c1ccccc1)c1ccc(Cl)s1 (stereo not drawn)	7.8%[10.9 µM]	?	12.6µM*	?
S=C(S)NCCCn1ccnc1	-10.2%[10.9 µM]	-0.4%[11.4 µM]	10.4%[9.22 µM]	5.6%[9.22 µM]
CC1CSc2ccccc2NC1=S (stereo not drawn)	.	.	-10.7%	2.8%
COc1cc2c(cc1OC)CN(C(=O)C1(c3ccccc3)CC1)CC2	0.3%	-0.9%	-16.1%	0.4%
CCCOc1ccc(N2C(=O)CC(NCCNc3ccc(S(=O)(=O)CC)cc3)C2=O)cc1 (stereo not drawn)	-10.8%	2.3%	13.0%	0.8%
O=C(CN1CCCCC1)Nc1ccc(F)c(Cl)c1	-8.2%	2.2%	-7.1%	1.9%
O=C(NCc1cccs1)C1CC(=O)N(c2ccccc2)C1 (stereo not drawn)	2.8%	-0.2%	9.0%	-1.9%
CC(=O)Nc1ccc(S(=O)(=O)Nc2cccc(-c3nc4cc(C)ccc4o3)c2)cc1	-4.7%	?	6.1%	2.5%
COc1ccc(CNC(=O)CN(c2cccc(OC)c2)S(C)(=O)=O)cc1	-3.0%	3.0%	1.9%	-6.3%
COc1ccccc1NC(=O)c1cccc(S(=O)(=O)N2CCOCC2)c1	1.0%	3.2%	2.9%	-2.2%
COc1ccc(-c2nc(C#N)c(NCCN(C)C)o2)cc1	-11.8%	-2.9%	-7.4%	-0.6%
COC(=O)c1ccccc1NC(=O)c1ccc(F)cc1	-12.9%	?	-21.4%	-5.8%
CN1C(=O)c2ccccc2Sc2ccc(NC(=O)c3ccccc3F)cc21	12.6%[10.9 µM]	?	12.1%	0.8%
CCc1nn2c(=O)cc(COC(=O)c3cccc(NC(=O)CCc4ccccc4)c3)nc2s1	-5.3%[10.9 µM]	?	-21.3%	-13.4%

Single records, from the list above.
Profile of O=C1c2ccccc2NC2CCCCCN12 (stereo not drawn) : Peg3 imprint = -2.8%; IkB sig inh = 1.4%; p53ts 39C tox = -6.7%; p53ts 32C kill = -13.7%
Profile of COc1cc2c(cc1OC)CN(C(=O)C1(c3ccccc3)CC1)CC2 : Peg3 imprint = 0.3%; IkB sig inh = -0.9%; p53ts 39C tox = -16.1%; p53ts 32C kill = 0.4%

The listing picks up; the two compounds before the break are reprinted first.
SMILES	Peg3 imprint	IkB sig inh	p53ts 39C tox	p53ts 32C kill
CN1C(=O)c2ccccc2Sc2ccc(NC(=O)c3ccccc3F)cc21	12.6%[10.9 µM]	?	12.1%	0.8%
CCc1nn2c(=O)cc(COC(=O)c3cccc(NC(=O)CCc4ccccc4)c3)nc2s1	-5.3%[10.9 µM]	?	-21.3%	-13.4%
Cc1nc(-c2ccccc2)sc1-c1ccc(SCC(=O)Nc2ccc(F)cc2F)nn1	-13.8%[10.9 µM]	?	-16.5%	-4.5%
CCOC(=O)c1cc2sccc2n1CCCN1C(=O)c2ccccc2C1=O	-10.7%	1.9%	-11.3%	1.8%
O=C(NC1CCCCC1)c1cc2c(Cl)nc3ccccc3c2s1	-5.3%[10.9 µM]	1.0%	4.0%	4.3%
O=C(O)c1ccc(NS(=O)(=O)/C=C/c2ccccc2)cc1	-4.6%	5.8%	11.1%	-6.9%
Cc1coc(C)c1C(=O)CC1(O)C(=O)N(Cc2ccccc2)c2ccccc21 (stereo not drawn)	-4.4%	1.3%	14.0%	67.5%[activator]
CCOC(=O)c1[nH]c2ccc(OC)cc2c1NC(=O)C(C)N1CCC2(CC1)OCCO2 (stereo not drawn)	-5.2%	-1.7%	1.4%	1.6%
O=C(CS(=O)(=O)c1cccc2nsnc12)Nc1ccc(F)cc1F	24.4%[10.9 µM]	?	9.4%	-17.8%
Cc1cc(C)cc(NC(=O)C(=O)NCC(c2cccnc2)N2CCc3ccccc3C2)c1 (stereo not drawn)	-11.3%[10.9 µM]	-0.9%	-0.6%	1.4%
CCOc1ccc(NC(=O)CN(Cc2ccccc2)S(=O)(=O)c2ccc3nc(C)sc3c2)cc1	10.0%[10.9 µM]	0.3%	-15.0%	-1.9%
CC(C)CCn1nnnc1C(c1ccccc1)N1CCC(C(N)=O)CC1 (stereo not drawn)	-3.0%	0.6%	2.5%	0.7%
Cc1nnc(NC(=O)C(C)Oc2ccc3c(C)cc(=O)oc3c2)s1 (stereo not drawn)	-24.4%	4.8%	9.8%	7.0%
O=C(NCc1ccco1)Nc1ccc2nsnc2c1	-34.7%[inhibitor]	?	-0.4%	-13.6%
O=C(c1ccc(Cn2cc(Cl)cn2)cc1)N1CCN(c2ccccc2)CC1	-20.1%	15.6%	6.2%	11.2%
O=C(O)C1CC(C2CCCCN2)CN2CCCCC12 (stereo not drawn)	-9.3%	.	9.5%	1.4%
Cc1ccc2c(=O)cc(C(=O)Nc3ccc(S(=O)(=O)N4CCCCCC4)cc3)oc2c1C	2.0%[10.9 µM]	?	40.9%[activator]	0.1%
CCC(Sc1nc(-c2ccccc2)[nH]c1S(=O)(=O)c1ccc(C)cc1)C(=O)O (stereo not drawn)	-9.0%[10.9 µM]	?	29.9%	-5.1%
CCCC(=O)Nc1ccc(NC(=O)Cc2ccccc2)cn1	-9.8%	0.3%	2.6%	10.4%
Fc1cccc(NCc2ccoc2)c1	5.7%	-0.3%	9.4%	-1.9%
Cc1noc(C)c1-c1nc(Nc2ccccc2)c2ccccc2n1	-9.8%	1.4%[11.4 µM]	-1.8%	0.2%
CCCS(=O)(=O)N1CCC(C(=O)N2CCCC2)CC1	12.1%	1.5%	2.1%	0.7%
COc1cccc(NC(=O)Cn2nc(-c3ccncc3)ccc2=O)c1	-4.0%[10.9 µM]	?	-13.0%	-5.4%
Nc1ccc(-c2cc(N)n(-c3ccccc3)n2)cc1	.	0.6%	7.1%	8.0%
CCOc1ccc(NC(=O)CCCOc2cc(=O)n(C)c3ccccc23)cc1	-10.4%[10.9 µM]	1.9%	-3.9%	0.0%
COc1ccccc1Cc1nc2ccccc2nc1SCC(=O)NCc1ccc(F)cc1	-11.0%[10.9 µM]	-0.5%	16.4%	4.7%
CCCCN1CCCc2cc(CN(CCCN3CCOCC3)C(=O)Nc3ccc(CC)cc3)ccc21	-12.9%[10.9 µM]	?	6.1%	7.0%
Cn1c(CN2CCCCC2)nc2cc(NC(=O)c3ccccc3)ccc21	-17.7%	?	-6.1%	-6.9%
O=c1c(O)c(-c2ccc(O)c(O)c2)oc2c(OC3OC(CO)C(O)C(O)C3O)c(O)cc(O)c12 (stereo not drawn)	-15.4%	.	4.3%	-1.9%
COc1ccc(C(=O)c2sc3nc4c(c(C(F)(F)F)c3c2N)CN(C(C)=O)CC4)cc1OC	-1.2%[10.9 µM]	-4.9%	4.4%	1.6%
COc1ccc(-c2nc3ccccc3o2)cc1NC(=O)c1cccc2c(Cl)cccc12	18.2%[10.9 µM]	-1.8%	13.0%	-2.7%
CC(C)NC(=O)c1ccccc1NC(=O)C1COc2ccccc2O1 (stereo not drawn)	.	.	-3.1%	2.2%

Among those listed so far, these contain a COOH group:
SMILES	Peg3 imprint	IkB sig inh	p53ts 39C tox	p53ts 32C kill
O=C(O)c1ccc(NS(=O)(=O)/C=C/c2ccccc2)cc1	-4.6%	5.8%	11.1%	-6.9%
O=C(O)C1CC(C2CCCCN2)CN2CCCCC12 (stereo not drawn)	-9.3%	.	9.5%	1.4%
CCC(Sc1nc(-c2ccccc2)[nH]c1S(=O)(=O)c1ccc(C)cc1)C(=O)O (stereo not drawn)	-9.0%[10.9 µM]	?	29.9%	-5.1%

Carrying on.
SMILES	Peg3 imprint	IkB sig inh	p53ts 39C tox	p53ts 32C kill
COCCNc1oc(COc2cccc(C)c2)nc1C#N	-10.0%	2.2%	-0.2%	-3.6%
CN1CCc2c(c3ccccc3n2Cc2ccccc2)C1	-23.4%	1.8%	-8.1%	-0.1%
COc1ccc(NC(=O)N2CCN(Cc3nc4ccc(C)cc4o3)CC2)cc1OC	-9.5%[10.9 µM]	2.0%	-9.3%	-0.3%
COc1ccc(S(=O)(=O)CCC(=O)Nc2ccc(OC)cc2OC)cc1	.	.	-0.7%	6.3%
CCCOc1ccc(C2C(=O)N(C3CCCCCC3)CC(=O)N2C(C)C)cc1OC (stereo not drawn)	-3.6%[10.9 µM]	2.7%	-26.5%	-10.7%
CCCCCC[C@@H]([C@@H](C)O)n1cnc2c(N)ncnc21	-11.9%&4.7%	0.5%	-2.8%	2.3%
CCN(CC)C(=O)c1sc2c(c1C)c(=O)n(CCc1ccccc1)c(=O)n2Cc1ccc(F)cc1Cl	-18.0%[10.9 µM]	?	-14.1%	2.2%
CC1(C)CC(=O)C(C=NCCN2CCOCC2)=C(O)C1	-1.1%	-1.1%	4.0%	-5.0%
COC(=O)c1cc2sccc2n1Cc1ccc(C)cc1	-0.4%	2.6%	-1.9%	-1.7%
CC1=CCC(Cc2nc3ccccc3o2)C1(C)C (stereo not drawn)	-17.9%	?	5.6%	6.9%
COc1cccc(Cc2nc3ccccc3nc2SCC(=O)N2CCN(c3ccccc3)CC2)c1	6.1%[10.9 µM]	-0.3%	-6.8%	-4.9%
C=C(C)COc1ccc2c(c1)CCC1C2CC[C@]2(C)C(=O)/C(=N/O)CC12 (stereo partly drawn)	-10.7%[10.9 µM]	-0.5%[11.4 µM]	-25.0%[9.22 µM]	?
CN1CCN(C(=O)c2ccc3c(c2)N(Cc2ccc(C(F)(F)F)cc2)C(=O)c2ccccc2S3)CC1	-9.4%[10.9 µM]	?	-29.8%	-15.9%
C=Cc1ccc(Cn2c(=O)n(-c3cccc(C)c3)c(=O)c3c2c2cc(C)ccc2n3C)cc1	27.4%[10.9 µM]	?	?	0.2%
Cc1ccc(-n2nc(C)c(C3C(C#N)=C(N)OC4=C3C(=O)CC(C)(C)C4)c2Cl)cc1 (stereo not drawn)	-13.4%	3.1%	-5.0%	0.5%
Cc1cccc(NC(=O)C2CCN(c3nccc(C)n3)CC2)c1	-4.2%	0.6%	0.4%	-3.5%
O=C(Nc1ccc(Cl)cc1)N1CCC(CN2CCCCCC2)CC1	-11.6%[10.9 µM]	-3.3%	25.4%	0.8%
CC(C)OC(=O)CSc1nnc(-c2ccc(Cl)cc2Cl)n1N	4.9%	3.0%	16.9%	8.6%
CCOC(=O)N1CCN(CCC(=O)Nc2cc(OC)cc(OC)c2)CC1	.	.	11.2%	-0.1%
N[C@H](C(=O)O)c1ccc(C(=O)O)c(O)c1	-3.6%	0.1%	10.4%	0.3%
O=C(c1ccc2c(c1)N(Cc1ccc(Cl)cc1)C(=O)c1ccccc1S2=O)N1CCC(Cc2ccccc2)CC1 (stereo not drawn)	-19.2%[10.9 µM]	?	-23.1%	6.1%
CCOC(=O)CNC(=O)CSc1nc(N)cc(N)n1	-2.1%	-0.1%	-3.9%	-2.9%
Cn1c2c(c(=O)n(C)c1=O)C(c1cccc(O)c1)CC(=O)N2 (stereo not drawn)	5.5%[10.9 µM]	2.9%	-12.0%	3.8%
CCc1cccc(C)c1Nc1c(-c2cccs2)nc2ncccn12	-5.9%[10.9 µM]	?	-9.2%	7.5%
COc1ccc(Cn2c(SCC(=O)Nc3ccc(OC)cc3)nc3ccccc32)cc1	-10.0%[10.9 µM]	9.2%	-14.9%	-5.7%
Cn1c(=O)c2c(nc(N3CCCCC3)n2CCNC2=NCCC2)n(C)c1=O	-13.7%	0.9%	-11.8%	-15.2%
Cc1[nH]c2ccccc2c1C(=O)CN1CCCC1	-19.8%	5.2%	-2.0%	2.5%
O=C(Cc1coc2ccc3ccccc3c12)N1CCCC1	-2.7%	-0.3%	-4.4%	-1.1%
CCCCCCNC(=O)CCc1c(C)nc2nc(-c3cc(OC)cc(OC)c3)nn2c1C	8.4%[10.9 µM]	?	-24.6%	-1.4%
CC(C)OCCCn1c(=S)[nH]c2ncccc2c1=O	-6.0%	-1.3%	-17.0%	-4.9%
O=C(CCCc1nc(-c2ccccc2)no1)Nc1cc(C(F)(F)F)cc(C(F)(F)F)c1	-16.9%[10.9 µM]	?	?	-12.4%
CC(=O)c1ccc(NC(=O)CSc2nnc(-c3ccoc3C)n2Cc2ccccc2)cc1	-7.1%	-2.1%	-1.6%	2.3%
Cc1cc(OCc2nn[nH]n2)c2c(C)c(Cc3ccccc3)c(=O)oc2c1	4.3%	-4.8%	19.1%	-1.1%

Screens from PubChem.
